Caspase-1 inhib – blocks human caspase-1 allosterically or competitively; Potency, µM (titrated, usually from 57.5 µM), without a hit: top-dose activity change, negative = inhibition, most hits filed as inhibitors; P29466; 75,000 tested, 0.03% active; Caspase-1 enzyme, Ac-WEHD-AFC fluorogenic rate;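 further: potency means the concentration at half of the fitted maximal effect; plate controls were vehicle for no effect and no substrate for full effect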
BRCT PPI red – inhibitors of human BRCA1 BRCT-phosphoprotein interaction (red fluorophore); AID 892; Potency, µM (top dose mostly 76.9 µM), for the others: at the top dose activity change, negative = inhibition, most hits filed as inhibitors; P38398; 75,000 tested, 0.03% active; BRCT-phosphopeptide binding, red fluorescence polarization; further: on the % scale 0 is the no-effect control and ±100 the full control effect
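Rhodamine-labelled pBACH1 10-mer (100 nM) bound to BRCT domain (100 nM) at pH 7.3; compounds incubated 12 min room temperature, polarization read. Free peptide defines full inhibition; unlabelled decapeptide titrated as control.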
Rhodamine autofl – compound autofluorescence in rhodamine spectral region | Rhodamine-region fluorescence, 547/598 nm, Tris buffer; stronger effect = higher value | 59,000 tested, 0.05% active | max dye-equivalent concentration, M; in the data active means max dye-equivalent concentration above about 11 nM; inconclusive means between about 1.1 nM and that limit
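qHTS spectral profiling of compounds without any target or enzyme present, in pH 8.0 Tris buffer; plates were read after a 15-minute room-temperature incubation using the rhodamine-region filter set.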
Tau fil binding – binds recombinant human tau filaments | P10636 | recombinant tau filaments, thioflavin S fluorescence, 15 h; filaments grown with octadecylsulfate alongside compound | Potency, µM (top dose mostly 57.1 µM), for the others: at the top dose activity change, negative = inhibition | 71,000 tested, 2% active | AID 596;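 further: potency means the concentration at half of the fitted maximal effect; on the % scale 0 is the no-effect control and ±100 the full control effect; actives lower thioflavin S fluorescence by blocking filaments or displacing dye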
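His-tagged recombinant human tau (exons 2, 3 and 10 included), 1 uM, was induced to fibrillize by 30 uM sodium octadecylsulfate with compound present. After 15 h at 37 C, thioflavine S fluorescence (ex 450, em 510 nm) was read.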
USP2a inhib – blocks human ubiquitin-specific protease USP2a. USP2a enzymatic assay, qHTS inhibition. Potency, µM (top dose mostly 38.3 µM), inactives show at the top dose activity change, negative = inhibition, usual class: inhibitors. 60,000 tested, 0.1% active. AID 927. O75604;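 further: potency means the concentration at half of the fitted maximal effect; nearly all actives have a fitted effect of over 60% in size; plate controls were DMSO for no effect and NEM full inhibition control for full effect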
Target sequence (O75604 whole entry, looked up): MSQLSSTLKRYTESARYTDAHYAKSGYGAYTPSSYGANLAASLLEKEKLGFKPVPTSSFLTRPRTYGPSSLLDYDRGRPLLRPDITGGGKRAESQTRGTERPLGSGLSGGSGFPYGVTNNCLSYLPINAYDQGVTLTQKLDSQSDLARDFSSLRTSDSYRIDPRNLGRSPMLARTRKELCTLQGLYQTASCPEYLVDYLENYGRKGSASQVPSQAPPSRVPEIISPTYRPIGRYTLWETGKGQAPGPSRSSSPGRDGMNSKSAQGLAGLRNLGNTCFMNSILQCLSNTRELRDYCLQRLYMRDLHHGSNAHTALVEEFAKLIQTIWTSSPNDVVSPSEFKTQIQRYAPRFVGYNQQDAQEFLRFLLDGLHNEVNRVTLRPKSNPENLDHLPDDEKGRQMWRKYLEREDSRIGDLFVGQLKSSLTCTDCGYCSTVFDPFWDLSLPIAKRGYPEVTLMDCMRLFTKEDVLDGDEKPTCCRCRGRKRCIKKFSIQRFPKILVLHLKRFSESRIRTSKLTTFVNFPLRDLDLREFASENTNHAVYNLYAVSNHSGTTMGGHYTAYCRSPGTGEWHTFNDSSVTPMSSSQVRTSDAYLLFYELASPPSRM
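USP2 core (20nM final) preincubated 30 min RT with compound, then Ub-PLA2 20nM and NBD C6-HPC 20uM final added; buffer 20mM Tris-HCl pH 8.0, 2mM CaCl2. Fluorescence Ex 460/Em 535 read at 0 and 2.5 h; normalized to NEM.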
HEK293 cAMP cs – parental HEK293 cAMP activation (counter-screen) | Potency, µM (titrated, usually from 57.1 µM), without a hit: at the top dose activation, hits mostly activators | parental HEK293 CNG cAMP sensor, membrane potential fluorescence | 73,000 tested, 2.5% active; further: potency means the concentration at half of the fitted maximal effect; % of control where 0% means no effect; nearly all actives have a fitted effect of over 55% in size
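Parental HEK 293 cells stably expressing a modified CNG channel (no TSHR) report cAMP rise as membrane depolarization. Membrane potential dye with 100 uM RO 20-1724 was loaded for 60 min at room temperature, then compound added for 30 min; fluorescence read at 590 nm.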
Caspase-7 inhib – blocks human caspase-7 allosterically or competitively; Potency, µM (series often up to 57.5 µM), inactives show at the top dose activity change, negative = inhibition, actives largely listed as inhibitors; P55210; AID 889; 75,000 tested, 0.02% active; recombinant caspase-7, Ac-DEVD-AFC fluorescence rate; active means well fitted inhibition curve with a large enough effect in the main read-out, with a control signal flat, not every such curve was filed as active; inconclusive means small, poorly fitted or top-dose-only effect, or a change in a side signal; further: potency means the concentration at half of the fitted maximal effect; % of control where 0% means no effect
Target sequence (P55210 24-198 limits assumed): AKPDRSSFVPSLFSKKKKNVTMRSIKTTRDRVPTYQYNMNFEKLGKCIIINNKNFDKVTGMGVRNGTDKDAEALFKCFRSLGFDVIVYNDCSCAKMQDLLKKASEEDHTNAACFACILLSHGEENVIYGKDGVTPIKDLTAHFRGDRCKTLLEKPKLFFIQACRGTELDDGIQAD
Target sequence (P55210 207-303 limits assumed): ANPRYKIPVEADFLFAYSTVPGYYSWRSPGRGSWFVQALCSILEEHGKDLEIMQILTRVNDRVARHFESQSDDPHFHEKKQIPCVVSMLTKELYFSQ
HADH2 inh – HADH2 (human) dehydrogenase inhibition. 73,000 tested, 3.4% active. Potency, µM (titrated, usually from 57.1 µM), for inactives: at the highest dose activity change, negative = inhibition, hits mostly inhibitors. AID 886. recombinant HADH2, NADH fluorescence, beta-hydroxybutyryl-CoA. Q99714; further: potency means the concentration at half of the fitted maximal effect; on the % scale 0 is the no-effect control and ±100 the full control effect; nearly all actives have a fitted effect of over 60% in size; many of its hits are not listed in these tables
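Activity measured as NADH fluorescence gain (360/450 nm), taken as the change between first and last reads of a 4-min kinetic run. Conditions: pH 9.0 Tris buffer, 20 nM E. coli-expressed His-tagged enzyme, 1 mM NAD+, 90 uM beta-hydroxybutyryl-CoA; 15-min compound preincubation.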
Pol III holo inh – inhibitors of bacterial DNA polymerase III holoenzyme; 71,000 tested, 0.25% active; reconstituted DNA polymerase III holoenzyme replication, biochemical; Potency, µM (top dose mostly 57.1 µM), inactives show top-dose activity change, negative = inhibition; AID 603; further: potency means the concentration at half of the fitted maximal effect; on the % scale 0 is the no-effect control and ±100 the full control effect
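Reconstituted *E. coli* holoenzyme (0.35 nM Pol III, 1 nM beta, 154 nM SSB, 2 nM primase) was preincubated with compound for 15 min at RT. Synthesis on 1.4 nM ssM13Gori ran 35 min, then was stopped with PicoGreen/EDTA and read as dsDNA fluorescence.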
BRCT PPI green – blocks human BRCA1 BRCT binding to phosphopeptide, green readout; P38398; BRCA1 BRCT-phosphopeptide binding, green fluorescence polarization; Potency, µM (doses to about 76.9 µM), inactives show at the highest dose activity change, negative = inhibition, hits mostly inhibitors; 75,000 tested, 0.05% active;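 further: potency means the concentration at half of the fitted maximal effect; plate controls were peptide without protein for full effect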
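Compounds were incubated for 12 min at room temperature with a complex of 100 nM fluorescein-tagged pBACH1 decapeptide and 250 nM His-tagged BRCT protein. Buffer was phosphate pH 7.3 with EDTA, DTT and Tween 20. Disruption of binding lowers the polarization signal.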
ALOX15 inhib – blocks human 15-lipoxygenase activity. P16050. purified 15hLO-1, xylenol orange hydroperoxide absorbance. Potency, µM (highest dose often 57.1 µM), for inactives: at the highest dose activity change, negative = inhibition, hits mostly inhibitors. 74,000 tested, 1.4% active. AID 887; further: potency means the concentration at half of the fitted maximal effect; on the % scale 0 is the no-effect control and ±100 the full control effect; nearly all actives have a fitted effect of over 55% in size
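Readout: Fe(III)-xylenol orange absorbance, 573-to-405 nm ratio as reaction progress. Enzyme 40 nM purified human 15hLO-1, substrate 50 uM arachidonic acid, 6 min RT after 15 min compound preincubation; Hepes pH 7.5 buffer with Triton X-100.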
* marks the source's active call; other numbers are inactive results; i = inactive; ? = inconclusive; / = not tested or not shown; [ ] = dose if it differs, or a comment. Unless noted, the call rests on the fitted dose curve; in most records, active means well fitted curve in the direction sought with a large enough effect; inconclusive means small, poorly fitted or top-dose-only effect, or another doubt; inactive means no such curve, though single readings can be large; an effect the other way counts as inactive or inconclusive. Not all compounds are listed (hit frequency here may not be typical).

Below each SMILES – Caspase-1 inhib, BRCT PPI red, Rhodamine autofl, Tau fil binding, USP2a inhib, HEK293 cAMP cs, Caspase-7 inhib, HADH2 inh, Pol III holo inh, BRCT PPI green, ALOX15 inhib
CN(c1ccccc1)S(=O)(=O)c1ccc(C(=O)OCC(=O)N2CCOCC2)cc1
 : 1%, -0.6%, i, 7%, 3%, 24%, 0%, -8%, 6%, -1.2%, 4%
COc1ccc(CNC(=O)c2cc(-c3ccco3)on2)cc1
 : -2%, 1.9%, i, -20%, 15%, 12%, -1%, 2%, -9%, -0.4%, -3%
O=C(O)c1cc(-c2ccc(-c3ccc(-c4cc(C(=O)O)c5cc(Cl)ccc5n4)cc3)cc2)nc2ccc(Cl)cc12
 : -5%[11.5 µM], -0.9%[15.4 µM], i, 22%[11.4 µM], /, -14%[11.4 µM], ?, 3.2µM*, -9%[11.4 µM], -1.5%[15.4 µM], -5%[11.4 µM]
Clc1ccccc1Cn1nnc2c(NCC3CC3)ncnc21
 : -6%, -0.4%, i, -5%, 4%, 12%, -5%, 18%, 1%, 0.7%, -5%
CC(C)(C)Oc1ncc(Br)c(OC(C)(C)C)n1
 : -1%, -0.1%, i, -4%, -2%, 5%, 0%, 2%, -2%, 0.1%, 7%
Cc1ccc(C)c(C(C)NC(=O)C2C3CCC(O3)C2C(=O)O)c1 (stereo not drawn)
 : 1%, -0.6%, i, 0%, -6%, 4%, -1%, 1%, 3%, -1.4%, 8%
Cc1cccc(OCC(=O)Nc2ccc(N3CCN(S(C)(=O)=O)CC3)cc2)c1C
 : 0%, 0.4%, i, -5%, 59%[activator], -3%, -2%, 23%, -5%, 5.1%, -2%
COc1ccccc1CNC(=O)CCn1c(=O)[nH]c2ccsc2c1=O
 : 2%, -2.5%, i, 11%, -3%, -6%, 1%, 5%, -4%, -1.1%, -7%
Cc1cc(C)n(C(=O)c2ccc(C)c(S(=O)(=O)N3CCOCC3)c2)n1
 : 0%, -0.7%, i, 6%, 9%, 23%, 1%, 12%, -4%, -0.4%, -16%
Cc1cc(=O)c2c(O)cc(O)c(C)c2o1
 : 1%, 1.4%, /, /, 9%, /, -1%, /, /, -1.6%[3.08 µM], -27%
CC(C(=O)NCCCN1CCOCC1)n1cccc1C(=O)c1ccccc1 (stereo not drawn)
 : 0%, -0.7%, i, -6%, -6%, 10%, 0%, -1%, -3%, -4.4%, 5%
COc1ccc(S(=O)(=O)N2CCC(C(=O)NCc3ccccn3)CC2)cc1Cl
 : 3%, 0.0%, i, 8%, 12%, 0%, 1%, 14%, -2%, -0.5%, 0%
CN(C)CCCn1cc(C2=C(c3c[nH]c4ccccc34)C(=O)NC2=O)c2ccccc21
 : -4%, 0.8%, /, 2µM*, /, -53%[inhibitor], -2%, -8%, -11%, 0.5%, -7%[25.6 µM]
CN(C)C(=O)N1CCC(C(=O)NCc2ccccc2)CC1
 : -1%, 0.3%, i, 4%, -7%, -1%, 0%, 6%, -3%, -2.4%, 2%
Clc1ccc(Cc2nnc(-c3ccccc3Br)o2)cc1
 : -4%, 0.3%, /, 43%, /, ?, -6%, -1%, 2%, 0.5%, -14%
CC(C)(C)C1CCc2onc(C(=O)NC3CCCC3)c2C1 (stereo not drawn)
 : 0%, -0.2%, i, -4%, 12%, 16%, -1%, 0%, 3%, -1.2%, -4%
O=C(Nc1ccccn1)Nc1cccs1
 : -3%, -2.1%, i, 12%, 3%, -2%, -5%, 2%, -2%, -5.7%, -25%
c1ccc(-c2cc(N3CCCCCC3)n[nH]2)cc1
 : -2%, 1.4%, i, ?, 18%, -13%, -5%, -1%, 2%, -1.0%, 2%
COc1ccccc1Cc1noc(C(C)(C)NC(=O)c2ccccc2)n1
 : 2%, -0.2%, i, 4%, 12%, -9%, -1%, 9%, -3%, -0.4%, 5%
Cc1ccc(C)c(NC(=O)C2CCCN2C(=O)OC(C)(C)C)c1 (stereo not drawn)
 : -2%, 0.8%, i, -2%, 1%, 26%, -1%, 28%, -6%, -0.2%, 10%

New compounds follow:
Below each SMILES – Caspase-1 inhib, BRCT PPI red, Rhodamine autofl, Tau fil binding, USP2a inhib, HEK293 cAMP cs, Caspase-7 inhib, HADH2 inh, Pol III holo inh, BRCT PPI green, ALOX15 inhib
c1cc(-c2nnc3n2CCC3)[nH]n1
 : 1%, -1.2%, i, 3%, 1%, 3%, 0%, -18%, -2%, -0.6%, 0%
COCC(=O)NCCc1nc2ccccc2[nH]1
 : 0%, 1.6%, /, -8%, /, 9%, 0%, 5%, -7%, -1.4%, 8%
Cc1ccc(OC(=O)CCC(=O)Nc2ccc(S(=O)(=O)Nc3cc(C)on3)cc2)cc1
 : 0%, 1.2%, /, 4%[11.4 µM], -4%[7.66 µM], ?, 1%, -9%[11.4 µM], -6%[11.4 µM], -1.5%, 2%[11.4 µM]
Cn1ccnc1C(O)c1ccco1 (stereo not drawn)
 : 0%, -1.4%, i, 23%, 1%, 6%, -4%, 1%, -3%, 0.8%, 6%
O=C(COC(=O)C1CC(=O)N(Cc2ccco2)C1)c1ccc(OC(=O)c2ccco2)cc1 (stereo not drawn)
 : -3%, -2.4%, i, -6%, /, ?, -7%, ?, -4%, -1.0%, -13%
N#CCCn1c(SCC(=O)NCCc2ccc(F)cc2)nc2ccccc21
 : 2%, 1.4%, i, -4%, -5%, -8%, -3%, 2%, -3%, 0.1%, 7%
O=C(Oc1ccc(-c2cnc3ccccc3n2)cc1)c1ccco1
 : -2%, -0.3%, /, 47%[11.4 µM], 41%[activator][7.66 µM], 0%[11.4 µM], -1%, ?, -5%[11.4 µM], -0.4%, ?
Cc1c(NC(=O)c2cnn3c2NC(c2ccco2)CC3C(F)(F)F)c(=O)n(-c2ccccc2)n1C (stereo not drawn)
 : 0%, 2.3%, /, -5%, 7%, -2%, 0%, 6%, 0%, 1.1%, 3%
O=[n+]1c2c(n([O-])c3c1CCCC3)CCCC2
 : -1%, 0.1%, /, 8%[11.4 µM], 2%[7.66 µM], 2%[11.4 µM], 0%, 2%[11.4 µM], -8%[11.4 µM], -1.4%, 8%[11.4 µM]
O=C(COC(=O)C1CC(=O)N(c2ccc3c(c2)OCCO3)C1)NC1CCCc2ccccc21 (stereo not drawn)
 : 3%, 0.6%, i, 4%, 32%[activator], 9%, 0%, 3%, 5%, -0.3%, 1%
CC(Oc1ccc(Cl)cc1Cl)C(=O)NCCCn1ccnc1 (stereo not drawn)
 : -1%, -0.9%, i, 3%, 5%, 11%, 2%, 7%, -11%, 1.6%, 19%
CCOC(=O)c1c(CN2CCOCC2)n(-c2ccccc2)c2ccc(O)cc12
 : -3%, 0.3%, i, -17%, 0%, -5%, -2%, -3%, 1%, 1.0%, -19%
c1cncc(-c2nc(-c3cccs3)cs2)c1
 : 0%, -1.6%, i, 3%, -3%, 4%, -1%, -6%, -3%, -2.4%, 2%
CCN(CC)/C(=N/O)NC(=O)NS(=O)(=O)c1ccc(C)cc1
 : 0%, 0.4%, i, -1%, -9%, 0%, 0%, -4%, 0%, -0.1%, 4%
Cc1cc(C)cc(N2C(=O)C3C4C=CC(C4)C3C2=O)c1 (stereo not drawn)
 : 3%, 0.8%, i, 0%, 0%, 5%, -1%, 6%, -4%, -2.4%, 0%
Cc1ccc(S(=O)(=O)N2CCN(c3nc(C)nc4sc(C)c(C)c34)CC2)cc1
 : 2%, -0.1%, i, 2%, 4%, 8%, -1%, 2%, -2%, -2.3%, 8%
CC(C)(C)c1ccc(OCCN2CCCC2)cc1
 : -1%, 0.1%, /, -30%[11.4 µM], 1%[7.66 µM], 19%[11.4 µM], -1%, 3%[11.4 µM], -2%[11.4 µM], -2.2%, -8%[11.4 µM]
CCCCc1cc(=O)oc2cc(OCC(=O)N(CC)CC)ccc12
 : 2%, -2.3%, /, 22%, -4%, 6%, 0%, ?, -4%, 0.5%, 3%
N#Cc1ccc(CN2CCC3(CC2)CCN(C(=O)c2cccc(F)c2)CC3)cc1
 : -1%, 0.8%, i, 29%, 44%[activator], 4%, 1%, 11%, -5%, -1.4%, 4%
CCOC(=O)c1cc2occc2n1CC(=O)NC1CCCCC1C (stereo not drawn)
 : 0%, 0.7%, i, -17%, -7%, 13µM*, -2%, -2%, -13%, -1.1%, 0%
O=C1C2Cc3c([nH]c4ccccc34)C(c3ccccc3)N2C(=O)C2Cc3c([nH]c4ccccc34)C(c3ccccc3)N12 (stereo not drawn)
 : 0%[11.5 µM], -0.4%[15.4 µM], /, /, /, -5%[11.4 µM], -1%[11.5 µM], 5%[11.4 µM], /, -0.8%[15.4 µM], -10%[11.4 µM]

Screening data deposited in PubChem BioAssay by National Center for Advancing Translational Sciences (NCATS).
